Screening data (PubChem)
D3 antag = D3 dopamine receptor (human) antagonism; P35462; D3R cells, DiscoveRx beta-arrestin luminescence, antagonist mode; hits give low values; max response, negative = inhibition, %; 2.5% of 360,000 active; AID 652054; in the data active means max response below about -50%; inconclusive means no clear call, values can overlap the other calls; further: on the % scale 0 is the no-effect control and ±100 the full control effect; mostly tested at two doses, the higher about 12 µM
Target sequence (P35462 whole entry, looked up): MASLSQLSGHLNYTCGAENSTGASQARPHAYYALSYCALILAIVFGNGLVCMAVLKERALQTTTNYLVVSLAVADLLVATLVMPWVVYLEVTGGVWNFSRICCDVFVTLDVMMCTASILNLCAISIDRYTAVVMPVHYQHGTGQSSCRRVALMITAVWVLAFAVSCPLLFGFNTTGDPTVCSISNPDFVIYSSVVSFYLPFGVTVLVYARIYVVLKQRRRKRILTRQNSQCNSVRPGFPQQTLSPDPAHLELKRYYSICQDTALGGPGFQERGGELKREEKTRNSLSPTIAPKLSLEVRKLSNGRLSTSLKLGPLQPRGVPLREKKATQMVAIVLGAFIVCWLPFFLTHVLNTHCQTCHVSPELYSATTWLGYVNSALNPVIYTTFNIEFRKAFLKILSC
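Cells plated overnight at 1500 cells/well, then exposed to library compounds with dopamine controls for 90 minutes at 37 degrees C. DiscoveRx reagent added for 30–60 minutes at room temperature; luminescence read, quantitative HTS format.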
aSyn yeast inh = rescues yeast growth from alpha-synuclein toxicity; Potency, µM (titrated, usually from 46.1 µM), inactives show at the highest dose growth rescue (activation), usual class: activators; Yeast expressing alpha-synuclein, growth rescue, BacTiter-Glo, 24 h; 0.14% of 370,000 active; AID 652106; further: potency means the concentration at half of the fitted maximal effect; % of control where 0% means no effect; nearly all actives have a fitted effect of over 65% in size
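Readout is rescue of growth in alpha-synuclein-expressing yeast, so inhibitors of toxicity appear as activators. Growth after 24 hr at 30 deg C in galactose medium is quantified by luminescence.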
D3 ag = agonists of human D3 dopamine receptor; P35462; D3R DiscoveRx beta-arrestin cells, luminescence, 90 min; max activation, %; 0.58% of 410,000 active; AID 652048; in the data active means max activation above about 30%; further: 0% is about no effect; mostly tested at two doses, the higher about 12 µM
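Agonist mode: compounds and dopamine controls were applied to plated cells for 90 min at 37 degrees C after an overnight attachment at 1500 cells/well. Luminescent read-out followed 30 - 60 minutes at room temperature with DiscoveRx detection reagent.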
Abeta rescue = restores growth of yeast expressing A-beta42 peptide. yeast expressing A-beta42, growth rescue, OD600, 48 h; response scale: 0% DMSO, 100% iron-clioquinol control. Potency, µM (titrated, usually from 46.1 µM), inactives show at the top dose growth rescue, hits mostly activators. 0.063% of 410,000 active. AID 1347071; further: potency means the concentration at half of the fitted maximal effect; nearly all actives have a fitted effect of over 55% in size
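Yeast A-beta toxicity model in growth medium with pinned compounds, 48 h at 30 C; growth read as absorbance at 600 nm. Normalized to FeCl3/clioquinol equimolar mix (positive) and DMSO (negative).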
TDP-43 yeast inh = rescues yeast growth from TDP-43 toxicity; Potency, µM (doses to about 46.1 µM), inactives show at the top dose growth rescue (activation), hits mostly activators; TDP-43 expressing yeast growth rescue, BacTiter-Glo, 24 h; AID 652104; 1.8% of 410,000 active; further: potency means the concentration at half of the fitted maximal effect; % of control where 0% means no effect; nearly all actives have a fitted effect of over 50% in size
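Readout is BacTiter-Glo luminescence of cell growth, so inhibitors register as activators. TDP-43-expressing yeast at OD600=0.02 in galactose medium, after raffinose pregrowth to mid-log, were incubated with compound for 24 hr at 30 deg C.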
EPAC2 antagonist = antagonists of human EPAC2 | Q8WZA2 | EPAC2 GEF exchange of Rap1B-BODIPY-GDP, fluorescence | Potency, µM (titrated, usually from 114 µM), inactives show at the highest dose activity, negative = inhibition, hits mostly inhibitors | 0.18% of 360,000 active | AID 720708; further: potency means the concentration at half of the fitted maximal effect; on the % scale 0 is the no-effect control and ±100 the full control effect; nearly all actives have a fitted effect of over 45% in size; many of its hits are not listed in these tables
FUS yeast rescue = FUS proteinopathy suppression in yeast | S. cerevisiae FUS-expressing, growth rescue, OD600, 24 h | AID 1347120 | Potency, µM (highest dose often 76.6 µM), inactives show top-dose growth rescue (activation), actives largely listed as activators | 0.24% of 390,000 active;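 further: potency means the concentration at half of the fitted maximal effect; plate controls were DMSO vehicle for no effect and reference control for full effect; nearly all actives have a fitted effect of over 55% in size; some results filed as inactive show a strong effect at the top dose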
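FUS-expressing yeast, raffinose-pregrown, induced in 2% galactose minimal medium at OD 0.005; compounds in a dilution series, 24hr at 30C. Growth restoration read as absorbance at 600 nm. CP55940 positive control, DMSO negative.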
EPAC2 ag = EPAC2 (human) agonism. Q8WZA2. Potency, µM (series often up to 154 µM), inactives show at the top dose activation, usual class: activators. 0.079% of 360,000 active. AID 720711. EPAC2 activation, biochemical qHTS; response scale: 100% = 6.5 mM cAMP response; further: potency means the concentration at half of the fitted maximal effect; nearly all actives have a fitted effect of over 50% in size
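In this primary screen, activation is scored as increased exchange of BODIPY-GDP from Rap1B by 100 nM EPAC2, with 50 uM GDP as competitor. Signal is normalized to the 6.5 mM cAMP agonist control.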
Starred values were filed as active, the others as inactive; ? = inconclusive; . = not tested or not shown; & = joins results of further samples; [ ] = another dose, or the depositor's remark. Unless noted, the call rests on the fitted dose curve; in most records, active means well fitted curve in the direction sought with a large enough effect; inconclusive means small, poorly fitted or top-dose-only effect, or another doubt; inactive means no such curve, though single readings can be large; an effect the other way counts as inactive or inconclusive. Only part of the results is shown; count on the stated rates, not on these rows.

Compound,EPAC2 antagonist,Abeta rescue,TDP-43 yeast inh,D3 antag,FUS yeast rescue,EPAC2 ag,aSyn yeast inh,D3 ag
O=C(NCC(c1ccco1)N1CCN(c2ccc(F)cc2)CC1)c1cccs1 (stereo unspecified),-8%,-7%,-14%,1,-2%,5%,0%,1
COc1cc(NC(=O)c2cccc(NC3=NC4CS(=O)(=O)CC4S3)c2)cc(OC)c1OC (stereo unspecified),-12%,-2%,12%,-23,0%,12%,-6%,-4
CCCc1cc(=O)[nH]c(Nc2ccc(C(=O)O)cc2)n1,.,-8%,19%,.,-10%,.,.,5
c1ccc(OCc2nn3c(-c4cccnc4)nnc3s2)cc1,9%,-5%,0%,-10,-9%,-2%,2%,2
CCOc1ccc(S(=O)(=O)Nc2ccc(C(=O)N/N=C/c3c(C)nn(-c4ccccc4)c3N3CCCC3)cc2)cc1,-3%,5%,-1%,9,.,-3%,1%,4
Cc1ccc(CNC(=O)CCCC(=O)c2ccccc2)cc1,-10%,5%,6%,-27,1%,4%,12%,-3
Cc1ccc(C2=Nc3ccccc3N=C(c3ccco3)C2)c(O)c1,24%[57.1 µM],1%,12%,17,-13%,13%,-15%,7
O=C1C(Cl)=C(O)C2(Cl)C(Cl)=C(Cl)C12Cl (stereo unspecified),?,12%,-11%,-6,2%,3%,6%,-1
COc1cc2cc(CN(CCc3ccccc3C)C(=S)NCCCN3CCOCC3)c(=O)[nH]c2cc1OC,-16%,9%,14%,-11,17%,1%,1%,-25
O=C(NS(=O)(=O)Nc1ccccn1)c1c[nH]c2ccccc12,0%,-14%,0%,-5,-26%,14%,-8%,-2
Cc1cc(NC(=O)CCC(=O)N(Cc2ccco2)C(C(=O)NCC2CCCO2)c2ccncc2)no1 (stereo unspecified),10%,7%,-1%,-6,9%,-4%,1%,-2
COc1ccc2nc(C)cc(SCC(=O)OC(C)C)c2c1,-19%,-2%,-21%,-1,21%,-3%,-2%,-8
COc1ccc(C(=O)Nc2nnc(Cc3ccc(OC)c(OC)c3)s2)cc1,-9%,1%,-5%,4,-15%,-3%,-1%,-4
COc1ccccc1N(C)S(=O)(=O)c1ccc(C(=O)Nc2ccc(N3CCOCC3)cc2)cc1,-8%,-2%,.,-7,?,7%,12%,-9
COc1ccc(CCN(C)Cc2c(O)ccc3cc(Br)ccc23)cc1OC,-11%,-7%,-5%,-29,19%,12%,12%,-3
O=C(Cn1cncn1)N/N=C/c1cc([N+](=O)[O-])ccc1O,2%,-45%[inhibitor],30%,?,-20%,7%,-11%,-12
Cc1ccc(C)c(N2CCN(S(=O)(=O)c3cnc(N)nc3)CC2)c1,.,2%,?,.,-7%,.,.,1
Nc1cccc2c(=O)c3ccccc3[nH]c12,-6%,0%,-15%,1,24%,4%,-3%,-1
CC(C)N(Cc1cc2ccccc2[nH]c1=O)C(=O)c1ccco1,8%,2%,-10%,2,20%,4%,2%,19
COc1cc(OC)cc(C(=O)N2CCN(C3CCCCC3)CC2)c1,9%,6%,.,?,-2%,4%,1%,-6
CCOC(=S)SCC(=O)Nc1ncc(C)s1,2%,11%,?,-19,6%,2%,-1%,-8
CCN(CC)S(=O)(=O)c1ccc(OC(C)C)nc1,-4%,7%,-7%,20,-24%,-17%,1%,-3
O=C(COc1ccc(Br)cc1)Nc1ccc(NC(=O)c2ccccc2)cc1,20%,-16%,0%,-13,.,13%,5%,9
CC1CCN(C(=O)CSC2=NS(=O)(=O)c3cc(F)ccc3N2)CC1,2%,11%,0%,0,12%,8%,0%,-2

Part of the list above, field by field.
> O=C(COc1ccc(Br)cc1)Nc1ccc(NC(=O)c2ccccc2)cc1
  EPAC2 antagonist = 20% | Abeta rescue = -16% | TDP-43 yeast inh = 0% | D3 antag = -13 | FUS yeast rescue = . | EPAC2 ag = 13% | aSyn yeast inh = 5% | D3 ag = 9

> CC1CCN(C(=O)CSC2=NS(=O)(=O)c3cc(F)ccc3N2)CC1
  EPAC2 antagonist = 2% | Abeta rescue = 11% | TDP-43 yeast inh = 0% | D3 antag = 0 | FUS yeast rescue = 12% | EPAC2 ag = 8% | aSyn yeast inh = 0% | D3 ag = -2

(listing goes on)
Compound,EPAC2 antagonist,Abeta rescue,TDP-43 yeast inh,D3 antag,FUS yeast rescue,EPAC2 ag,aSyn yeast inh,D3 ag
CN(C)C(=O)c1c2c(nc3ccccc13)-c1ccccc1CC2,5%,-10%,5%,17,13%,0%,-4%,-5
CC1(C)CC2(C)OCCN2C(=S)N1 (stereo unspecified),2%&8%,4%&2%,22%&4%,4&8,7%&-13%,-2%&2%,1%&4%,6&18
O=C(c1cc(=O)c2ccccc2o1)N1CCN(c2ccccc2)CC1,10%,0%,-6%[9.22 µM],21,15%,-1%,3%,0
N#CC1=C(N)Oc2n[nH]c(-c3cccs3)c2C1C1CCCCC1 (stereo unspecified),-4%,5%,-3%,-15,9%,-2%,0%,2
CC1CCC(NC(=O)c2cc(S(=O)(=O)N3CCCCC3)ccc2N2CCOCC2)CC1 (stereo unspecified),3%,6%,18%,3,.,-10%,-6%,4
C#CCOCCOCCOCCNc1nc(N2CCOCC2)nc(N2CCN(C(=O)Cn3cc(CC(C)O)nn3)CC2)n1 (stereo unspecified),13%,-4%,-2%,-9,-5%,3%,-1%,-8
Clc1ccc(Nc2ncnc3ccc(Br)cc23)cc1,-3%,-66%[inhibitor],-6%,-20,3%,29%,-30%,0
CC(=O)c1cccc(NC(=O)C(OC(=O)c2cccs2)c2ccccc2)c1 (stereo unspecified),-2%,-7%,6%,30,.,-14%,12%,-1
COc1ccc(CN2CCN(CCCCOc3ccc(Cl)cc3)CC2)c(OC)c1OC,-6%,2%,-15%,?,28%,10%,4%,-4
O=c1onc(-c2cccnc2)n1-c1ccccc1F,-5%,-4%,14%,23,17%,4%,-1%,8
CCOc1ccc(N(CC)C(=O)Cn2cnc3sc(C)c(S(=O)(=O)N4CCN(c5ncccn5)CC4)c3c2=O)cc1,.,-5%,18%,.,-11%,.,.,2
Cc1ccc2nc(NC(=O)CSc3ncnc4c3oc3ccccc34)sc2c1,6%,-10%,8%,0,0%,14%,-1%,-2
CCOC(=O)/C=C/C(=O)Nc1nccs1,6%,-25%,8%,-20,5%,11%,3%,-8
Cc1ccc(C)c(S(=O)(=O)N2CCN(C(=O)CCC(=O)c3cc(C)sc3C)CC2)c1,-6%,16%,?,2,31%,13%,12%,3
CCOc1ccc(CNC(=O)c2cccc(NC(=O)N3CCSc4ncccc43)c2)cc1,.,-2%,0%,.,21%,.,.,-3
CC(C)C(=O)N=c1sc2cc(F)cc(F)c2n1C,-13%,5%,20%,9,-23%,-1%,4%,5
Cc1cc(C)c(C(O)c2ncc(-c3cccc(F)c3)[nH]2)c(C)c1 (stereo unspecified),-20%,-3%,16%,7,-27%,-1%,1%,-5
C=C(C)CNC(=S)N=Nc1c(O)[nH]c2ccc([N+](=O)[O-])cc12,-5%,-2%,15%,-7,13%,-2%,0%,-2
CCn1cc(Cl)c(C(=O)Nc2cc(C(=O)OC)cc(C(=O)OC)c2)n1,1%,17%,-4%,-7,5%,7%,0%,-2
CCCCN1C(=O)C2ON(c3ccccc3C)C(c3ccco3)C2C1=O (stereo unspecified),-27%,12%,?,-10,16%,27%,-14%,-2
C=CCN(C(=O)Nc1ccc(Cl)cc1)C1CC(=O)N(c2ccc(OC)cc2)C1=O (stereo unspecified),6%,21%,-19%,30,22%,-8%,0%,2
O=S(=O)(NC1=NCCC1)c1cccc(NS(=O)(=O)c2ccc(F)c(Cl)c2)c1,-8%,-5%,5%,-7,-14%,8%,-11%,8
CCOC(=O)C1=C(C)Nc2ncnn2C1c1cc(OC)ccc1OC (stereo unspecified),0%,-3%,-6%,16,-15%,4%,-2%,1
COC(=O)C(Cc1ccc(O)cc1)NC(=O)Cn1cc(C)c(=O)[nH]c1=O (stereo unspecified),2%,-3%,7%,-11,-20%,12%,0%,15
O=C(Nc1ccc2c(c1)C(=O)OC2)c1ccc(Cl)cc1,-1%,9%,13%,2,-1%,0%,0%,-7
Cc1ccc(NC(=O)N2CCC3(CC2)Oc2ccccc2C(=O)N3Cc2ccc(F)cc2)cc1,.,15%,24%,.,17%,.,.,2
CCOc1ccc(S(=O)(=O)NCCc2csc3nc(-c4ccc(OC)c(OC)c4)nn23)cc1,.,15%,23%,.,3%,.,.,11
Cc1ccc(/C=C/C(=O)N2CC(=O)Nc3ccccc32)o1,14%,-10%,-13%[9.22 µM],1,14%,11%,0%,2
Cc1ccc(N(Cc2ccc([N+](=O)[O-])cc2)C(=O)c2ccco2)cc1,?,-28%,?,1,-6%,9%,9%,-5
Cc1cccc(C)c1NS(=O)(=O)c1ccc(F)cc1,-7%,20%,27%,-13,7%,0%,13%,1
Cc1cc(NC(=O)c2ccc3nc(-c4ccccc4)c(-c4ccccc4)nc3c2)no1,-6%,2%,-9%,-8,23%,6%,1%,3
O=[N+]([O-])c1ccc(C=CC=Cc2ccccc2)cc1,13%,-5%,19%,11,-27%,9%,-13%,9
COc1ccccc1-n1cnc2cc(NCc3ccco3)ccc21,-1%,-9%,0%,-10,.,-3%,-7%,-6
O=C(c1cccs1)N1CCC(c2nc3c(nnn3Cc3cccc(Cl)c3)c(=O)[nH]2)CC1,4%,-10%,-7%,15,33%,10%,6%,30
CCOC(=O)[C@H]1[C@H]2COc3ccc(OC)cc3[C@@H]2N2C(=O)CN(Cc3ccccc3)C(=O)[C@@]12C,18%,-17%,8%,-28,21%,4%,-3%,-6
CCN(C(=O)COC(=O)c1cccc(S(=O)(=O)N2CCOCC2)c1)C1CCS(=O)(=O)C1 (stereo unspecified),23%,15%,18%,-6,7%,8%,-2%,4
COc1ccc2[nH]cc(C(=O)CN3CCN(C(=O)c4ccco4)CC3)c2c1,-2%,-7%,-7%,-11,14%,11%,-2%,0
CC1(C)C2CCC1(C)C(OC(=O)CC(=O)O)C2 (stereo unspecified),4%,11%,-16%,-5,-8%,4%,7%,-9
Cn1cc(NC(=O)Nc2ccc(C(F)(F)F)cc2)c(C(F)(F)F)n1,-21%,-22%,1%,2,0%,-1%,-5%,6
CCN1C(=O)NC(c2ccc(Cl)cc2)C2=C1CCCC2=O (stereo unspecified),-4%,-3%,1%,-14,26%,14%,2%,-17
